Bioassay records deposited in PubChem BioAssay by several laboratories.
CRFBP-R2 block = antagonists of CRF-BP/CRF-R2 complex, primary screen, cell-based, HEK293, calcium dye fluorescence, uHTS. AID 588475, 2011. CRF-induced calcium fluorescence. 350,000 tested, 0.59% active. inhibition, % at 11.8 µM;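 active means inhibition of the ligand-induced calcium signal above about 50% at the single tested concentration, limit read from the data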
M5 antag = human M5 muscarinic receptor antagonists, primary screen, CHO cells, Fluo-8 calcium fluorescence. 360,000 tested, 0.59% active. Muscarinic acetylcholine receptor M5 (Homo sapiens), P08912. CHO-hM5 cells, ACh EC80. inhibition, % at 3 µM. AID 624040, 2012;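 active means inhibition above a per-plate cutoff, the mean of that plate's test compounds plus 3 SD, cut at about 27% in these data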;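 further: 0% = acetylcholine EC80 with DMSO and 100% = DMSO without agonist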
Target sequence (P08912 whole entry, looked up): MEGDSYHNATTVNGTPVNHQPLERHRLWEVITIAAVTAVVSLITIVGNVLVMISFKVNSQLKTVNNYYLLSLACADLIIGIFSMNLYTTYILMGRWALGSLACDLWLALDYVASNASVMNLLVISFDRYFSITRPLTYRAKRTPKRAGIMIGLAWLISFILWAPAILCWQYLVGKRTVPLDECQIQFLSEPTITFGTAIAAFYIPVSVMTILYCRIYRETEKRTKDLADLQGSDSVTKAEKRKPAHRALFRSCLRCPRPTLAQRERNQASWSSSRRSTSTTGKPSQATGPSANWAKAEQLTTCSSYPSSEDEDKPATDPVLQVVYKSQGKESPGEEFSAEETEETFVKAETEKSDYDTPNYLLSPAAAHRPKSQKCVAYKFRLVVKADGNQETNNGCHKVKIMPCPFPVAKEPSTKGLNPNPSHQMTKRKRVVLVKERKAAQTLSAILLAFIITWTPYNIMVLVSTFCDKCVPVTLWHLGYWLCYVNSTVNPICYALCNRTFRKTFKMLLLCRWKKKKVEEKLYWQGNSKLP
M4 PAM = human M4 muscarinic receptor positive allosteric modulators, primary screen, CHO-K1 cells, Fluo-8 calcium fluorescence; Muscarinic acetylcholine receptor M4 (Homo sapiens), P08173; CHO-K1 hM4/Gqi5, ACh EC20; 0% = ACh EC20, 100% = maximal ACh; activation, % at 3 µM; 360,000 tested, 0.4% active;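 active means activation above its plate's cutoff, the mean activation of sample wells plus 3 SD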; further: some results filed as inactive read as strong as hits
CRFR2-BP ag = agonists of CRF-BP/CRF-R2 complex, primary screen, cell-based, HEK293, calcium dye fluorescence, uHTS | calcium dye fluorescence (FLIPR); percent of saturating CRF peptide response | activation, % at 13.2 µM | 350,000 tested, 0.46% active | AID 588473, 2011;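 active means activation of at least 50%, plus an integration ratio under a set limit after plate pattern correction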;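 further: plate controls were neutral control wells without compound for no effect and CRF at EC100 for full effect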
M4 antag = human M4 muscarinic receptor antagonists, primary screen, CHO cells, Fluo-8 calcium fluorescence; Muscarinic acetylcholine receptor M4 (Homo sapiens), P08173; CHO-hM4 cells, ACh EC80; inhibition, % at 3 µM; 360,000 tested, 0.73% active; AID 624125, 2012;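 active means inhibition above its plate's cutoff, the mean inhibition of sample wells plus 3 SD, cut at about 27% in these data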;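 further: 0% = acetylcholine EC80 with DMSO and 100% = DMSO without agonist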
CHRM5 agonist = human M5 muscarinic receptor agonists, primary screen, CHO-K1 cells, Fluo-8 calcium fluorescence; AID 624037, 2012; activation, % at 3 µM; 360,000 tested, 0.19% active; CHO-K1 hM5 cells; 0% DMSO wells, 100% maximal acetylcholine response; Muscarinic acetylcholine receptor M5 (Homo sapiens), P08912;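 active means activation above the run's mean over test compounds plus 3 SD, cut at about 23% in these data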;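 further: signal is peak over basal fluorescence ratio across the kinetic read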
M1 PAM = human M1 muscarinic receptor positive allosteric modulators, primary screen, CHO-K1 cells, Fluo-8 calcium fluorescence, 1536-well. Muscarinic acetylcholine receptor M1 (Homo sapiens), P11229. AID 588819, 2011. 360,000 tested, 0.088% active. activation, % at 3 µM. CHO-K1 hM1, ACh EC20; 0% = ACh EC20, 100% = maximal ACh; in the data active means activation above about 19%, passing the limit was not always enough
Target sequence (P11229 whole entry, looked up): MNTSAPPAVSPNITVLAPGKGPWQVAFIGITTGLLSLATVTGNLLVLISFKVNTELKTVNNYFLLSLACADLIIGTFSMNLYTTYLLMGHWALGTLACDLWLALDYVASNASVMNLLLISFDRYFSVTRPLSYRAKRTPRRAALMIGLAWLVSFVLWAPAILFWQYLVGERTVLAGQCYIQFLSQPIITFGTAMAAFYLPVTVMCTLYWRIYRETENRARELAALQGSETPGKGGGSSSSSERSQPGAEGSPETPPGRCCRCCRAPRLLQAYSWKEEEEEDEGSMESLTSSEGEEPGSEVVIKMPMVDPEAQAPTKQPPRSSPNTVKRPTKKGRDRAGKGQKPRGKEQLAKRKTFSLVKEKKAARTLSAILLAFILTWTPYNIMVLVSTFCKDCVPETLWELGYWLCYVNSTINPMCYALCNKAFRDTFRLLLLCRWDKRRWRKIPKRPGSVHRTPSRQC
CHRM4 agonist = human M4 muscarinic receptor agonists, primary screen, CHO-K1 cells, Fluo-8 calcium fluorescence; activation, % at 3 µM; Muscarinic acetylcholine receptor M4 (Homo sapiens), P08173; CHO-K1 hM4/Gqi5; vehicle 0%, full acetylcholine response 100%; 360,000 tested, 0.14% active;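 active means activation above the run mean over all test wells plus 3 SD, cut at about 32% in these data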;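 further: peak over basal fluorescence ratio per well then scaled between controls; 0% = DMSO wells and 100% = acetylcholine at EC100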
M5 PAM = human M5 muscarinic receptor positive allosteric modulators, primary screen, CHO-K1 cells, Fluo-8 calcium fluorescence; CHO-K1 hM5, ACh EC20 PAM; 0% = ACh EC20, 100% = ACh EC100; 360,000 tested, 0.3% active; activation, % at 3 µM; AID 624038, 2012;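 active means activation above the run cutoff, the mean activation of all test compounds plus 3 SD, cut at about 18% in these data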
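System: CHO-K1 cell line with stable human muscarinic M5 receptor expression | Also added: EC20 acetylcholine as agonist stimulus | Compound: One concentration, 3 µM final (nominal) | Timing: Fluo-8 loading 80 min at 37 °C plus 30 min room temperature | Measured by: Fluo-8 calcium dye fluorescence, kinetic read | Read-out basis: % activation, ACh-normalized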
* hit, by the source's call.

For Cc1cc(OCc2ccc([N+](=O)[O-])cc2)c2c3c(c(=O)oc2c1)CCCC3 the results were CRFBP-R2 block 1, M5 antag 0, M4 PAM 2, CRFR2-BP ag -1.0, M4 antag -16, CHRM5 agonist 1, M1 PAM 1, CHRM4 agonist 2 and M5 PAM -3.
For CC(N)Cc1c[nH]c2ccc(O)cc12 (stereo not given) the results were CRFBP-R2 block -6, M5 antag 7, M4 PAM 2, CRFR2-BP ag 2.0, M4 antag -6, CHRM5 agonist 0, M1 PAM 6, CHRM4 agonist 0 and M5 PAM 2.
Screening Cc1cc(=O)oc2cc(OCC(=O)N3CCC(C(=O)O)(c4ccccc4)CC3)ccc12 returned CRFBP-R2 block -5, M5 antag 3, M4 PAM -3, CRFR2-BP ag -0.4, M4 antag 4, CHRM5 agonist 1, M1 PAM 4, CHRM4 agonist 1 and M5 PAM -10.
`COC(=O)c1c(C)[nH]c(C(=O)C(Cc2ccccc2)N(C)C)c1C` (stereo not given) gave CRFBP-R2 block 0, M5 antag -4, M4 PAM -1, CRFR2-BP ag -0.5, M4 antag -1, CHRM5 agonist 0, M1 PAM -1, CHRM4 agonist 0 and M5 PAM 7.
`CCOc1cc(CNCCc2c[nH]c3ccccc23)cc(Cl)c1OCC` gave CRFBP-R2 block -14, M5 antag 15, M4 PAM 3, CRFR2-BP ag 9.6, M4 antag -5, CHRM5 agonist 4, M1 PAM 2, CHRM4 agonist 18 and M5 PAM -2.
Screening O=c1ccc2cc(OC3O[C@H](CO)[C@@H](O)[C@H](O)[C@H]3O)c(O)cc2o1 (stereo not given in full) returned CRFBP-R2 block -12, M5 antag -1, M4 PAM -4, CRFR2-BP ag 0.1, M4 antag 4, CHRM5 agonist 0, M1 PAM -5, CHRM4 agonist 0 and M5 PAM 0.
For O=[N+]([O-])[N-][n+]1cnn(Cc2ccc(Cl)cc2)c1 the results were CRFBP-R2 block 11, M5 antag 3, M4 PAM 2, CRFR2-BP ag -2.5, M4 antag -6, CHRM5 agonist 0, M1 PAM 13, CHRM4 agonist 1 and M5 PAM 0.
Screening CCCC(C)CC1(CCO)C(=O)NC(=S)NC1=O (stereo not given) returned CRFBP-R2 block 1, M5 antag 5, M4 PAM 6, CRFR2-BP ag -1.3, M4 antag -1, CHRM5 agonist 4, M1 PAM 2, CHRM4 agonist 3 and M5 PAM -5.
Screening CC1([N+](=O)[O-])COP(=O)(Nc2cccc(Cl)c2)OC1 (stereo not given) returned CRFBP-R2 block 9, M5 antag 4, M4 PAM 1, CRFR2-BP ag -0.3, M4 antag -6, CHRM5 agonist 2, M1 PAM 0, CHRM4 agonist 7 and M5 PAM 6.
Cc1sc2c(c1C)C(c1cccs1)=NCC(=O)N2CC(=O)NCc1cccs1 was read as CRFBP-R2 block 42, M5 antag 3, M4 PAM 8, CRFR2-BP ag -1.2, M4 antag -8, CHRM5 agonist -3, M1 PAM 6, CHRM4 agonist 3 and M5 PAM -1.
CN1CCN(c2ncnc3ccc(Br)cc23)CC1 was read as CRFBP-R2 block -26, M5 antag 1, M4 PAM -6, CRFR2-BP ag 0.5, M4 antag 12, CHRM5 agonist -8, M1 PAM -6, CHRM4 agonist 2 and M5 PAM -4.
Screening CP(=O)(O)CN1CCCCC1 returned CRFBP-R2 block -1, M5 antag 4, M4 PAM 12, CRFR2-BP ag -0.4, M4 antag -2, CHRM5 agonist 0, M1 PAM 17, CHRM4 agonist 3 and M5 PAM -2.

Among those listed so far, these have four or more nitrogen atoms:
For O=[N+]([O-])[N-][n+]1cnn(Cc2ccc(Cl)cc2)c1 the results were CRFBP-R2 block 11, M5 antag 3, M4 PAM 2, CRFR2-BP ag -2.5, M4 antag -6, CHRM5 agonist 0, M1 PAM 13, CHRM4 agonist 1 and M5 PAM 0.
CN1CCN(c2ncnc3ccc(Br)cc23)CC1 was read as CRFBP-R2 block -26, M5 antag 1, M4 PAM -6, CRFR2-BP ag 0.5, M4 antag 12, CHRM5 agonist -8, M1 PAM -6, CHRM4 agonist 2 and M5 PAM -4.

Molecules from the list above that have sulfur, in the order listed:
Screening CCCC(C)CC1(CCO)C(=O)NC(=S)NC1=O (stereo not given) returned CRFBP-R2 block 1, M5 antag 5, M4 PAM 6, CRFR2-BP ag -1.3, M4 antag -1, CHRM5 agonist 4, M1 PAM 2, CHRM4 agonist 3 and M5 PAM -5.
Cc1sc2c(c1C)C(c1cccs1)=NCC(=O)N2CC(=O)NCc1cccs1 was read as CRFBP-R2 block 42, M5 antag 3, M4 PAM 8, CRFR2-BP ag -1.2, M4 antag -8, CHRM5 agonist -3, M1 PAM 6, CHRM4 agonist 3 and M5 PAM -1.

New compounds follow
Screening CCOP(=S)(OCC)N1CCOCCOCCN(P(=S)(OCC)OCC)CCOCCOCC1 returned CRFBP-R2 block 27, M5 antag 4, M4 PAM 5, CRFR2-BP ag 0.3, M4 antag -3, CHRM5 agonist -10, M1 PAM 7, CHRM4 agonist 0 and M5 PAM -1.
For C[C@]12CC[C@H](O)CC1=CC(=O)C1C2CC[C@]2(C)C(=O)[C@H](O)CC12 (stereo not given in full) the results were CRFBP-R2 block -15, M5 antag 12, M4 PAM -1, CRFR2-BP ag 2.9, M4 antag 6, CHRM5 agonist 4, M1 PAM -1, CHRM4 agonist 0 and M5 PAM 1.
CN1C(=O)C(c2ccc([N+](=O)[O-])cc2[N+](=O)[O-])C(=O)N(C)C1=O was read as CRFBP-R2 block 18, M5 antag 8, M4 PAM 7, CRFR2-BP ag -1.1, M4 antag -4, CHRM5 agonist -4, M1 PAM 2, CHRM4 agonist 6 and M5 PAM -7.
CCOC(=O)[C@]12Cc3cc(OC)ccc3[C@H]1N(Cc1ccccc1)C(=O)c1ccccc12 was read as CRFBP-R2 block 18, M5 antag 10, M4 PAM -8, CRFR2-BP ag 3.9, M4 antag 1, CHRM5 agonist -11, M1 PAM -6, CHRM4 agonist 0 and M5 PAM -7.
Screening Cn1cc(C(=O)OCC(=O)N2CCCCC2)c2ccccc21 returned CRFBP-R2 block -8, M5 antag 5, M4 PAM 2, CRFR2-BP ag 0.5, M4 antag -12, CHRM5 agonist -2, M1 PAM 10, CHRM4 agonist 1 and M5 PAM -5.
COC(=O)C[C@H]1CC[C@H]2NC[C@@H](O)COC[C@@H]2O1 was read as M5 antag 8, M4 PAM 12, M4 antag 7, CHRM5 agonist 0, CHRM4 agonist 1 and M5 PAM -3.
`CCc1nc2ccccc2c(=O)n1-c1ccccc1[N+](=O)[O-]` gave CRFBP-R2 block -13, M5 antag 8, M4 PAM -3, CRFR2-BP ag -0.3, M4 antag 3, CHRM5 agonist -1, M1 PAM 3, CHRM4 agonist 0 and M5 PAM -2.
For CN1CC(C(=O)c2ccc(Cl)cc2)C(c2ccccc2F)C1 (stereo not given) the results were CRFBP-R2 block -3, M5 antag 3, M4 PAM -10, CRFR2-BP ag -1.0, M4 antag -1, CHRM5 agonist -8, M1 PAM -18, CHRM4 agonist 2 and M5 PAM -2.
For COC(=O)C1=C(c2cc3ccccc3o2)C[C@@H]2CC[C@H]1N2C(=O)NCc1ccco1 the results were CRFBP-R2 block -2, M5 antag -5, M4 PAM -12, CRFR2-BP ag -0.8, M4 antag 5, CHRM5 agonist -10, M1 PAM -8, CHRM4 agonist 3 and M5 PAM -4.
Screening C[N+]12CCC(CC1)C(C(O)(c1ccccc1)c1cccs1)C2 (stereo not given) returned CRFBP-R2 block 13, M5 antag 94*, M4 PAM -33, CRFR2-BP ag 0.7, M4 antag 94*, CHRM5 agonist -7, M1 PAM -23, CHRM4 agonist 1 and M5 PAM -16.
Screening CN(C)C1=C(C#N)C(c2ccccc2)=NP(N(C)C)(N(C)C)=N1 returned CRFBP-R2 block -8, M5 antag -8, M4 PAM 1, CRFR2-BP ag -1.9, M4 antag 10, CHRM5 agonist -3, M1 PAM 12, CHRM4 agonist 2 and M5 PAM 6.
`Cc1ccc(S(=O)(=O)c2nc(-c3ccccc3Cl)oc2N(C)C2CCN(C)CC2)cc1` gave CRFBP-R2 block -35, M5 antag 5, M4 PAM -5, CRFR2-BP ag -1.0, M4 antag 11, CHRM5 agonist -5, M1 PAM 5, CHRM4 agonist 7 and M5 PAM -6.
For Cc1cccc(C)c1OC(=O)Cc1ccccc1 the results were CRFBP-R2 block -10, M5 antag 17, M4 PAM 2, CRFR2-BP ag 1.6, M4 antag 9, CHRM5 agonist -1, M1 PAM -5, CHRM4 agonist 0 and M5 PAM -7.
c1ccc2[nH]c(CCNC3CCCCC3)nc2c1 was read as CRFBP-R2 block -6, M5 antag -2, M4 PAM -4, CRFR2-BP ag 2.0, M4 antag 0, CHRM5 agonist -1, M1 PAM 8, CHRM4 agonist 1 and M5 PAM 3.
`Cc1ccc(-c2nn(Cc3ccccc3)cc2C(=O)O)cc1` gave CRFBP-R2 block 17, M5 antag -4, M4 PAM -5, CRFR2-BP ag -1.6, M4 antag -10, CHRM5 agonist 1, M1 PAM 10, CHRM4 agonist 0 and M5 PAM 4.
Screening CC(C)C(O)(C(=O)OCC1=CCN2CCC(O)C12)C(C)O (stereo not given) returned M5 antag -6, M4 PAM -3, M4 antag 2, CHRM5 agonist -2, M1 PAM 4, CHRM4 agonist 1 and M5 PAM 8.
For COc1ccc(-n2c(O)c(C(C)=NCc3ccco3)c(=O)[nH]c2=O)cc1 the results were CRFBP-R2 block 38, M5 antag 1, M4 PAM -1, CRFR2-BP ag -1.8, M4 antag 12, CHRM5 agonist 4, M1 PAM 10, CHRM4 agonist 19 and M5 PAM 0.
COC(=O)C1=C(c2cc3ccccc3o2)C[C@@H]2CC[C@H]1N2C(=O)NCc1ccccc1 was read as CRFBP-R2 block 9, M5 antag 17, M4 PAM -14, CRFR2-BP ag -2.2, M4 antag 19, CHRM5 agonist -12, M1 PAM -29, CHRM4 agonist 0 and M5 PAM -11.
`O=c1[nH]c(=S)n(-c2ccccc2Cl)c(O)c1C=NCCN1CCNCC1` gave CRFBP-R2 block 4, M5 antag 6, M4 PAM -5, CRFR2-BP ag -0.9, M4 antag -7, CHRM5 agonist -5, M1 PAM -13, CHRM4 agonist 2 and M5 PAM -5.
`COC12CCC3(CC1C(C)(O)C(C)(C)C)[C@H]1Cc4ccc(O)c5c4[C@@]3(CCN1CC1CC1)C2O5` (stereo not given in full) gave CRFBP-R2 block -9, M5 antag -4, M4 PAM 8, CRFR2-BP ag 2.7, M4 antag -21, CHRM5 agonist -4, M1 PAM 3, CHRM4 agonist -2 and M5 PAM 0.

Only part of the results is shown (hit frequency here may not be typical).
